MgcRacGAP inhibition = MgcRacGAP GTPase-activating activity inhibitors, confirmation, biochemical, ADP Hunter fluorescence. MgcRacGAP-stimulated Rac1 GTP hydrolysis, ADP Hunter fluorescence; higher % means a stronger effect; GST-tagged Rac1 F28L mutant substrate. inhibition, % at 30 µM; hits with a dose series show IC50 in µM. 340,000 compounds, 0.6% hits. AID 624330;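 active means first-screen hits whose inhibition reached a set limit at any dose in the follow-up dose series; inconclusive means inhibition above the set first-screen limit but never retested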;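 further: fluorescence reports GDP produced by GAP-driven GTP hydrolysis; strong numbers were not always called active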
LYP phosphatase = inhibitors of LYP phosphatase, biochemical, fluorescence intensity, uHTS (AID 1779). recombinant LYP phosphatase, fluorescence intensity; higher % means a stronger effect. one-dose inhibition, % at 11.5 µM; IC50 in µM for titrated hits. 290,000 compounds, 0.054% hits; in the data active means inhibition above about 50%;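 further: plate controls were vehicle with enzyme for no effect and no enzyme for full effect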
Large T inhibition = SV40 large T antigen inhibitors, biochemical (AID 1903). 310,000 compounds, 0.39% hits. SV40 large T antigen ATPase/helicase inhibition assay; higher % means a stronger effect. inhibition, % at 20 µM, or IC50 in µM where a hit was titrated; in the data active means a potency from the dose series; inconclusive means inhibition mostly from about 32% at the one dose, without a potency; inactive means the rest, 99 in 100 with inhibition below about 32%; further: strong numbers were not always called active
GPR35 arrestin U2OS = GPR35 antagonists blocking zaprinast-driven arrestin recruitment, primary screen, imaging, U2OS, beta-arrestin-GFP, zaprinast agonist (AID 2058). 290,000 compounds, 0.052% hits. U2OS GPR35 beta-arrestin-GFP translocation imaging, zaprinast antagonism; higher % means a stronger effect. inhibition, % at 10 µM; hits with a dose series show IC50 in µM;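 active means inhibition of at least 50% with at least 30 cells and total cytoplasm GFP at most 10,000,000; inconclusive means under 30 cells or total GFP of 10,000,000 plus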
NTR1 ag = agonists of NTR1, primary screen, imaging, U2OS cells, beta-arrestin-GFP, high content (AID 493036); 330,000 compounds, 0.17% hits; P30989; activation, % at 20 µM; NTR1-U2OS beta-arrestin-GFP spot imaging, agonist mode;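 active means activation at or above 40% of the spot to cytoplasm intensity ratio, with at least 20 cells analyzed; inconclusive means wells under 20 cells, flagged as cytotoxic or low count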;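 further: 0% = DMSO without peptide and 100% = 100 nM NTR1 peptide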
Target sequence (P30989 whole entry, looked up): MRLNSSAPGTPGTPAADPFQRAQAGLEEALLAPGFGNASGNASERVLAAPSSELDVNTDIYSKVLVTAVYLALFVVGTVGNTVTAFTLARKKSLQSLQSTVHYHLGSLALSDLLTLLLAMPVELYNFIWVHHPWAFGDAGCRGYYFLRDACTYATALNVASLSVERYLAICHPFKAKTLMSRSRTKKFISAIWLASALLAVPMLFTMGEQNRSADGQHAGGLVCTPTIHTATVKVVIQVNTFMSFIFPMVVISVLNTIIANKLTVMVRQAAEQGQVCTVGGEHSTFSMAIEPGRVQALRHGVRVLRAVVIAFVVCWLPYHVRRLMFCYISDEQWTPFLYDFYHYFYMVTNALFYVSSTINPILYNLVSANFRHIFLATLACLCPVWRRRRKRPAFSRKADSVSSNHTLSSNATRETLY
Hep lipid drop = modulators of hepatic lipid droplet formation. AML12 mouse hepatocytes, oleate lipid droplets, BODIPY imaging. inhibition, % at 6.5 µM. 240,000 compounds, 0.4% hits. AID 1656;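 active means lipid droplet intensity inhibited by at least 50%, with more than 500 cells counted; inconclusive means wells with under 300 cells, treated as cytotoxic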
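Assay system: AML12 hepatocytes (mouse) / Also added: 100 µM oleic acid challenge / Times: overnight treatment with compound plus oleate / Detection: high-content imaging of BODIPY-stained droplets and DAPI nuclei / Evaluation: % inhibition of lipid droplet signal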
GPR55 activation = GPR55 agonists via beta-arrestin recruitment, primary screen, imaging, U2OS cells, beta-arrestin-GFP redistribution (AID 1961). U2OS GPR55 beta-arrestin-GFP redistribution imaging; higher % means a stronger effect. one-dose activation, % at 10 µM; EC50 in µM for titrated hits. 290,000 compounds, 0.048% hits;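 active means activation above 40% with more than 50 cells counted in the well; inconclusive means wells holding fewer than 50 cells, flagged as toxic or sparse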;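 further: U2OS osteosarcoma cells stably expressing GPR55 and beta-arrestin-GFP; plate controls were DMSO negative control for no effect and LPI positive control for full effect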
GPR55 LPI antagonism = GPR55 antagonists blocking LPI-driven arrestin recruitment, primary screen, imaging, U2OS, beta-arrestin-GFP, LPI agonist (AID 2013); inhibition, % at 10 µM, or IC50 in µM where a hit was titrated; 290,000 compounds, 0.13% hits; U2OS GPR55 beta-arrestin-GFP translocation imaging, LPI antagonism; higher % means a stronger effect;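 active means spots per cell inhibited over 60%, with over 100 cells counted and total cytoplasm intensity under 500,000; inconclusive means wells with under 100 cells, flagged as likely toxic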;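 further: U2OS cells stably carrying GPR55 and arrestin-GFP stimulated by 5 µM LPI near EC80; imaged beta-arrestin-GFP aggregate spots per cell after agonist stimulation; plate controls were LPI-stimulated DMSO wells for no effect and DMSO wells without LPI for full effect; some results filed as inactive read as strong as hits; confirmed hits need IC50 under 10 µM and bright autofluorescent wells are also inconclusive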
T cell modulator = T cell immune modulation candidate; 2C CD8+ T cell-vesicle binding, flow cytometry; active compounds read low; calls only at 7 µM; 330,000 compounds, 0.068% hits; AID 2052;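 active means response, share of CD8 T cells binding vesicles, and their 90th percentile fluorescence all below set limits, cut at about 80% in these data, passing the limit was not always enough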
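Benchmarks: naked versus QL9-loaded vesicles / Assay system: purified 2C TCR transgenic mouse naive CD8+ T cells / Technique: high-throughput flow cytometry with anti-B7-1 and anti-CD8 staining / Timing: Cell–vesicle co-incubation 1.5 h at 37 °C, staining 20 min on ice / Read-out: percent CD8+ FL2 mean versus row control / Probe or stimulus: QL9-loaded Drosophila micro-vesicles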
Hep lipid drop cells 6.5 µM = recorded beside Hep lipid drop, whose call it bears; cell count; measured here: cell count, cytotoxicity flag;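 cells counted across two imaged fields per well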
T cell modulator vesicle-bound % = second read-out of T cell modulator, no call of its own (marks repeat the call); double positive events, %; measured here: CD8+ vesicle-bound cell fraction;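 binding gate set so that unloaded-vesicle control wells show 10% double positive cells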
NTR1 ag cell count 20 µM = recorded beside NTR1 ag, whose call it bears; cell count; measured here: cell count, cytotoxicity flag
Active calls of the source: *.

How did COc1ccc(CC(=O)Nc2ccc(N3CCCC3)c(C)c2)cc1 do in these assays?
MgcRacGAP inhibition: 14%; LYP phosphatase: -14%; Large T inhibition: 28%; GPR35 arrestin U2OS: 14%; NTR1 ag: 0.6; Hep lipid drop: 39; GPR55 activation: -0.1%; GPR55 LPI antagonism: 1%; T cell modulator: inactive; Hep lipid drop cells 6.5 µM: 835; T cell modulator vesicle-bound %: 19; NTR1 ag cell count 20 µM: 38

Results for CCOC(=O)C1=C(C)N=C2c3ccccc3C(=O)C2C1c1ccc(C)cc1 (stereo not given) ?
MgcRacGAP inhibition: 12%; LYP phosphatase: -12%; Large T inhibition: 2%; GPR35 arrestin U2OS: 13%; NTR1 ag: 5.3; GPR55 activation: 0.0%; T cell modulator: inactive; T cell modulator vesicle-bound %: 16; NTR1 ag cell count 20 µM: 88

Results for O=C(Nc1ccccc1OC(F)F)c1ccc(F)cc1 ?
MgcRacGAP inhibition: 5%; LYP phosphatase: -4%; Large T inhibition: 14%; GPR35 arrestin U2OS: -6%; NTR1 ag: -0.7; Hep lipid drop: 14; GPR55 activation: 0.0%; GPR55 LPI antagonism: -5%; T cell modulator: inactive; Hep lipid drop cells 6.5 µM: 750; T cell modulator vesicle-bound %: 59; NTR1 ag cell count 20 µM: 65

What do the screens show for `CC(=O)NNc1ncnc2ccccc12`?
MgcRacGAP inhibition: 4%; LYP phosphatase: -1%; Large T inhibition: 9%; GPR35 arrestin U2OS: 4%; NTR1 ag: 2.8; Hep lipid drop: -4; GPR55 activation: -0.1%; GPR55 LPI antagonism: 0%; T cell modulator: inactive; Hep lipid drop cells 6.5 µM: 714; T cell modulator vesicle-bound %: 59; NTR1 ag cell count 20 µM: 95

Results for CC1(C)OC(=O)C(=Cc2ccc(-c3ccc(Cl)c(C(=O)O)c3)o2)C(=O)O1 ?
MgcRacGAP inhibition: inconclusive; LYP phosphatase: 2%; Large T inhibition: inconclusive; GPR35 arrestin U2OS: -12%; NTR1 ag: -0.2; Hep lipid drop: 0; GPR55 activation: -0.4%; GPR55 LPI antagonism: 6%; T cell modulator: inactive; Hep lipid drop cells 6.5 µM: 699; T cell modulator vesicle-bound %: 28; NTR1 ag cell count 20 µM: 84

What do the screens show for `COc1ccc2c(c1)O[C@@]1(CCCC[C@@H]1C)CC2=O`?
MgcRacGAP inhibition: 2%; Large T inhibition: -3%; NTR1 ag: 2.6; T cell modulator: inactive; T cell modulator vesicle-bound %: 18; NTR1 ag cell count 20 µM: 84

What do the screens show for `Cn1cc(/C=C/C(=O)N2CCCC(C(=O)c3ccc(C(F)(F)F)cc3)C2)cn1` (stereo not given)?
MgcRacGAP inhibition: 4%; LYP phosphatase: 1%; Large T inhibition: 15%; GPR35 arrestin U2OS: 0%; NTR1 ag: -0.5; Hep lipid drop: -2; GPR55 activation: 0.3%; GPR55 LPI antagonism: 6%; T cell modulator: inactive; Hep lipid drop cells 6.5 µM: 701; T cell modulator vesicle-bound %: 62; NTR1 ag cell count 20 µM: 75

Results for CN1CCN(C(=O)/C(=C/c2cccs2)NC(=O)c2cccs2)CC1 ?
MgcRacGAP inhibition: 2%; LYP phosphatase: -7%; Large T inhibition: 11%; GPR35 arrestin U2OS: -3%; NTR1 ag: 1.0; Hep lipid drop: 30; GPR55 activation: 0.2%; GPR55 LPI antagonism: 6%; T cell modulator: inactive; Hep lipid drop cells 6.5 µM: 690; T cell modulator vesicle-bound %: 48; NTR1 ag cell count 20 µM: 65

What do the screens show for `C=CCn1c(C)cc(/C([O-])=C(/C(=S)Nc2ccc(OC(F)F)cc2)[n+]2ccc(N(C)C)cc2)c1C`?
MgcRacGAP inhibition: -13%; LYP phosphatase: 2%; Large T inhibition: 9%; GPR35 arrestin U2OS: -6%; NTR1 ag: 0.1; Hep lipid drop: 8; GPR55 activation: 0.1%; GPR55 LPI antagonism: 4%; T cell modulator: inactive; Hep lipid drop cells 6.5 µM: 631; T cell modulator vesicle-bound %: 30; NTR1 ag cell count 20 µM: 37

Results for COc1ccc(Cl)cc1NC(=S)NNC(=O)c1cccnc1 ?
MgcRacGAP inhibition: -5%; LYP phosphatase: -4%; Large T inhibition: 8%; GPR35 arrestin U2OS: -9%; NTR1 ag: 0.9; Hep lipid drop: 19; GPR55 activation: 0.1%; GPR55 LPI antagonism: -6%; T cell modulator: inactive; Hep lipid drop cells 6.5 µM: 709; T cell modulator vesicle-bound %: 16; NTR1 ag cell count 20 µM: 39

Results for COc1cc2c(cc1CN1CCN(C(=O)c3cc(OC)c(OC)c(OC)c3)CC1)OCO2 ?
MgcRacGAP inhibition: 22%; LYP phosphatase: -9%; Large T inhibition: 2%; GPR35 arrestin U2OS: -4%; NTR1 ag: 5.8; Hep lipid drop: 0; GPR55 activation: -0.1%; GPR55 LPI antagonism: 5%; T cell modulator: inactive; Hep lipid drop cells 6.5 µM: 864; T cell modulator vesicle-bound %: 64; NTR1 ag cell count 20 µM: 48

What do the screens show for `Cc1nc([N+](=O)[O-])cn1CC(=O)Nc1ccc([N+](=O)[O-])cc1`?
MgcRacGAP inhibition: 2%; LYP phosphatase: -6%; Large T inhibition: 5%; GPR35 arrestin U2OS: -1%; NTR1 ag: -0.5; Hep lipid drop: 9; GPR55 activation: -0.2%; GPR55 LPI antagonism: 11%; T cell modulator: inactive; Hep lipid drop cells 6.5 µM: 790; T cell modulator vesicle-bound %: 30; NTR1 ag cell count 20 µM: 70

What do the screens show for `CCOC(=O)c1c(NC(=O)CSc2nnc(CNc3ccc(OC)cc3)n2C)sc(C)c1C`?
MgcRacGAP inhibition: 9%; LYP phosphatase: 3%; Large T inhibition: 15%; GPR35 arrestin U2OS: -3%; NTR1 ag: 2.5; Hep lipid drop: -16; GPR55 activation: -0.1%; GPR55 LPI antagonism: 0%; T cell modulator: inactive; Hep lipid drop cells 6.5 µM: 723; T cell modulator vesicle-bound %: 44; NTR1 ag cell count 20 µM: 85

How did CCN(C(=O)CSc1nnc(-c2cccs2)o1)C1CCS(=O)(=O)C1 (stereo not given) do in these assays?
MgcRacGAP inhibition: -5%; LYP phosphatase: -4%; Large T inhibition: 18%; GPR35 arrestin U2OS: -7%; NTR1 ag: -0.2; Hep lipid drop: 6; GPR55 activation: 0.2%; GPR55 LPI antagonism: 4%; T cell modulator: inactive; Hep lipid drop cells 6.5 µM: 660; T cell modulator vesicle-bound %: 54; NTR1 ag cell count 20 µM: 74

Results for CCCC(C)C(=O)Nc1nc(C)c(-c2csc(Nc3cc(Cl)ccc3C)n2)s1 (stereo not given) ?
MgcRacGAP inhibition: 7%; LYP phosphatase: -7%; Large T inhibition: 8%; GPR35 arrestin U2OS: -11%; NTR1 ag: 8.5; GPR55 activation: -0.2%; GPR55 LPI antagonism: 19%; T cell modulator: inactive; T cell modulator vesicle-bound %: 20; NTR1 ag cell count 20 µM: 47

How did CC(C)OC(=O)CSc1nc2ccccc2s1 do in these assays?
MgcRacGAP inhibition: 11%; LYP phosphatase: -11%; Large T inhibition: -7%; GPR35 arrestin U2OS: 8%; NTR1 ag: -3.0; Hep lipid drop: 5; GPR55 activation: 0.0%; GPR55 LPI antagonism: 1%; T cell modulator: inactive; Hep lipid drop cells 6.5 µM: 766; T cell modulator vesicle-bound %: 54; NTR1 ag cell count 20 µM: 54

What do the screens show for `Cc1ccc(NC(=O)c2ccc(OC(=O)COc3ccc(Cl)c(C)c3)cc2)cc1`?
MgcRacGAP inhibition: 7%; LYP phosphatase: -7%; Large T inhibition: 7%; GPR35 arrestin U2OS: 7%; NTR1 ag: 0.5; Hep lipid drop: 8; GPR55 activation: -0.5%; GPR55 LPI antagonism: -9%; T cell modulator: inactive; Hep lipid drop cells 6.5 µM: 658; T cell modulator vesicle-bound %: 43; NTR1 ag cell count 20 µM: 52

What do the screens show for `COc1ccc2cc(C#N)c(N3CCN(Cc4nnnn4CCC(C)C)CC3)nc2c1`?
MgcRacGAP inhibition: 5%; LYP phosphatase: 8%; Large T inhibition: 4%; GPR35 arrestin U2OS: 12%; NTR1 ag: 2.1; Hep lipid drop: 8; GPR55 activation: 0.9%; GPR55 LPI antagonism: 2%; T cell modulator: inactive; Hep lipid drop cells 6.5 µM: 677; T cell modulator vesicle-bound %: 60; NTR1 ag cell count 20 µM: 45

How did COCCNC(=O)C1CC(c2cccc(OC)c2)=NO1 (stereo not given) do in these assays?
MgcRacGAP inhibition: 9%; LYP phosphatase: -7%; Large T inhibition: -2%; GPR35 arrestin U2OS: 15%; NTR1 ag: -1.3; GPR55 activation: 0.3%; GPR55 LPI antagonism: 28%; T cell modulator: inactive; T cell modulator vesicle-bound %: 21; NTR1 ag cell count 20 µM: 87

Results for CCN1CCN(CCCNC(=O)c2cc3c(s2)-c2ccccc2OC3)CC1 ?
MgcRacGAP inhibition: 11%; LYP phosphatase: -48%; Large T inhibition: 9%; GPR35 arrestin U2OS: -6%; NTR1 ag: -0.5; Hep lipid drop: -4; GPR55 activation: -0.1%; GPR55 LPI antagonism: 4%; T cell modulator: inactive; Hep lipid drop cells 6.5 µM: 730; T cell modulator vesicle-bound %: 11; NTR1 ag cell count 20 µM: 46

Screening results deposited in PubChem BioAssay by several laboratories.
